# High-throughput results: PubChem, several laboratories
# Cardio protect = modulators protecting cardiomyocytes from myocardial damage | H9c2 cardiomyocytes, H2O2 injury protection, ATPLite, 2 h | protection from H2O2 cell death, % at 20 µM | hit rate 0.63% among 360,000 | AID 588492;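 active means compounds giving at least 50% protection of heart cells from peroxide-induced death in the single-dose screen, raw or plate-pattern-corrected value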;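 further: 0% = DMSO wells with peroxide and 100% = DMSO wells without peroxide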
# N-glyco inh = N-linked glycosylation inhibition | reporter increase, % at 12.5 µM | D54 ERlucT glycosylation luciferase reporter, 24 h; percent of 100 nM tunicamycin response | hit rate 0.23% among 360,000;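 active means mean luciferase reporter signal, scaled so untreated is 0 and the glycosylation-blocking control 100, at or above a set limit in every replicate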;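 further: luciferase carries N-glycosylation sites so blocking glycosylation raises the light; 0% = median of neutral control wells and 100% = median of 100 nM tunicamycin wells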
# ABCB6 inh 2 = blocks the human ABCB6 transporter; hit rate 0.19% among 360,000; K562-ABCB6 porphyrin accumulation, flow cytometry, 1 h; stronger effect = lower value; fluorescence ratio to DMSO, % at 10 µM;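 active means fluorescence ratio to DMSO below 75%, the collection mean minus 3 SD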;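 further: signal is porphyrin accumulated inside mitochondria; 100% equals median channel fluorescence of DMSO control wells; lower ratio means ABCB6 inhibition with less porphyrin fluorescence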
# MC4R ag barr = agonists of human melanocortin 4 receptor (MC4R) beta-arrestin | hit rate 0.98% among 360,000 | U2OS MC4R beta-arrestin complementation, luminescence; percent of melanotan II response, DMSO zero | activation, % at 8.9 µM | AID 540308 | P32245;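 active means activation above a per-plate cutoff, the mean activation of sample wells on that plate plus 3 SD, cut at about 8% in these data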
# Target sequence (P32245 whole entry, looked up): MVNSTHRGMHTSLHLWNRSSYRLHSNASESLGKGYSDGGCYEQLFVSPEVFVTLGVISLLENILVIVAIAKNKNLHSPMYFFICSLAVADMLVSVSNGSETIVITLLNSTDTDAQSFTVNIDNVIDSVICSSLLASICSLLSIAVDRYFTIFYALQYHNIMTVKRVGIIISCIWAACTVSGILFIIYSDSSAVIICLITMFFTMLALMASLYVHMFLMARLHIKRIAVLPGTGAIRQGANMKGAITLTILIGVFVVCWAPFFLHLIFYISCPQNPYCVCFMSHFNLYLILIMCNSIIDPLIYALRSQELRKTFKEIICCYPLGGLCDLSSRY
# PDI inh = PDI (human) enzyme inhibition; P07237; PDI insulin aggregation turbidity, A650, 90 min; inhibition, % at 10 µM; hit rate 0.052% among 350,000; AID 588391;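 active means mean inhibition across replicates of 30% or more, whatever share of single replicates reach that level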;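 further: absorbance from insulin aggregation driven by PDI reduction with DTT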
# ABHD5-PLIN5 inh = inhibitors of human ABHD5-perilipin-5 interaction; inhibition, % at 4 µM; Split G. princeps luciferase complementation, luminescence, 4 h; hit rate 0.78% among 360,000;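 active means inhibition above the mean inhibition across every tested compound plus 3 SD, cut at about 22% in these data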;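 further: 0% = DMSO only wells and the 100% control is not disclosed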
# MC4R antagonist = antagonists of human melanocortin 4 receptor (MC4R). inhibition, % at 6.5 µM. P32245. hit rate 0.48% among 360,000. MC4R-expressing cells, MTII-stimulated cAMP, LANCE TR-FRET. AID 540295;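 active means inhibition above its plate's cutoff, the mean of tested wells on that plate plus 3 SD, cut at about 29% in these data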;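 further: 0% = Melanotan II alone and 100% = Melanotan II plus saturating MCL0020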
#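 Material – human MC4R-expressing U2OS cells · Repeats – no replicates · Detection – TR-FRET with Eu-cAMP and labeled anti-cAMP, 671 nm · Times – compound 30 min, challenge 1 h, detection 1 h · Compound – single nominal compound dose of 6.5 µM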
# m5-HT2A agonist = agonists of mouse serotonin 5-HT2A receptor (HTR2A) | P35363 | CHO-K1 mHTR2A beta-arrestin complementation, luminescence; percent of 30 µM serotonin response | activation, % at 7.6 µM | hit rate 0.66% among 360,000 | AID 624169;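 active means activation above a run cutoff, the mean activation of all tested compounds plus 3 SD, cut at about 14% in these data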;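 further: 0% = plate median of compound wells and 100% = 30 µM serotonin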
# Target sequence (P35363 whole entry, looked up): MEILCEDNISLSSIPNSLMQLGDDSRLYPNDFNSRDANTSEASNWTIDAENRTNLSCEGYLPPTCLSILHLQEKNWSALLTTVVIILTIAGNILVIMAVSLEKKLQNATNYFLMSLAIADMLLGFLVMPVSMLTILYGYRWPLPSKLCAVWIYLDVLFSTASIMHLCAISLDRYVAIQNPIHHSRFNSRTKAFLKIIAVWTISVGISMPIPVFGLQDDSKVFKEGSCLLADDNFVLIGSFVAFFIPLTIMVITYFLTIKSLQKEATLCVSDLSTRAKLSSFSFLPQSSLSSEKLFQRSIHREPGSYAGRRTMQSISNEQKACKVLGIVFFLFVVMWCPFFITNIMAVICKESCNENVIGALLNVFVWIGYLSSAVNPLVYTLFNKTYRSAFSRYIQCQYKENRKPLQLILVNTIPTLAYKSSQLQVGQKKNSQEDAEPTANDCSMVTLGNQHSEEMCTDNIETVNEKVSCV
# Granule exo inh = blocks lytic granule exocytosis | TALL-104 LAMP-1 surface exposure, flow cytometry; cells stimulated with thapsigargin and PMA | inhibition, % at 10 µM | hit rate 0.66% among 360,000;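 active means inhibition above about 55%, limit read from the data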
# CaV13 FRET inh = Primary screen for inhibitors of IQ motif and Ca2+-dependent inactivation inhibitor domain binding in CACNA1D, Förster resonance energy transfer in living cells, … | inhibition, % at 12.3 µM | hit rate 0.098% among 340,000 | HEK cells, CFP/YFP FRET ICDI-IQ, plate reader, 10 min; percent FRET-ratio fall versus neutral wells;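 active means mean replicate inhibition of at least 30% and at least 1% of replicates passing that level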;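 further: 0% = median of the neutral control wells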
# Active calls of the source: *; x = no result given.
SMILES	Granule exo inh	CaV13 FRET inh	PDI inh	N-glyco inh	ABHD5-PLIN5 inh	MC4R antagonist	Cardio protect	m5-HT2A agonist	ABCB6 inh 2	MC4R ag barr
CC1=NN(c2cccc([N+](=O)[O-])c2)C(=O)C1	-2	-1	-5	4	-13	1	-4	0	101	-0.3
C#CCSc1nc(-c2ccccc2)cc(C(F)(F)F)c1C#N	0	x	4	-3	-7	7	-9	-8	105	0.2
CCOC(=O)N1CCC(N(CCN(C)C)C(=S)Nc2ccc(F)c(Cl)c2)CC1	-4	-1	1	1	-4	1	4	-4	99	-0.5
Cn1c(SCC(=O)Nc2nnc(-c3ccccc3)o2)nnc1C1CC1	13	x	-1	2	2	-2	6	2	100	0.8
Nc1cccc2c1C(=O)N(C(=O)c1ccc(S(=O)(=O)N3CCCCCC3)cc1)C2=O	-2	-12	-8	1	-9	0	7	-3	87	-0.8
Cc1ccc(NC(=O)COC(=O)c2cccnc2)c(C)c1	6	-2	9	-2	-1	1	8	5	100	-5.3
CC1(C)Cc2cccc(OCC(=O)NCc3ccccc3)c2O1	-2	-3	-3	-3	7	2	1	-2	103	-3.3
O=C(NCCCO)C(=O)Nc1ccc2c(c1)N(S(=O)(=O)c1cccs1)CCC2	-1	-6	1	1	6	18	-1	2	97	-1.6
CCOC(=O)[C@H]1[C@H]2COc3ccc(Br)cc3[C@@H]2N2C(=O)c3ccc(F)cc3NC(=O)[C@@]12C	13	-9	-4	-3	-11	0	9	1	93	2.2
O=C1c2ccccc2C(=O)N1CC1CCCO1 (configuration not stated)	2	x	4	3	2	3	11	-3	100	-1.2
CC1Cc2nc(SCC(=O)Nc3nc4ccccc4s3)n(C)c(=O)c2S1 (configuration not stated)	4	-7	-2	-3	6	4	-11	10	93	-0.9
Cc1cc(C)cc(N(CC(=O)NCc2ccc(F)cc2)C(=O)CCC(=O)Nc2ccccn2)c1	20	-5	15	-1	-2	2	0	5	92	0.0
COCCCNC(=O)CSc1nc2c(sc(=S)n2-c2cc(Cl)ccc2OC)c(=O)[nH]1	-11	-4	-11	1	7	-2	1	4	96	1.8
COCCCNCCCCOc1ccc(OCc2ccccc2)cc1	8	-1	-13	-2	6	1	3	-4	91	-1.3
Cc1ccc(OCC(=O)NNC(=S)NC(=O)c2ccc(Br)o2)c(C)c1	1	x	3	x	3	-2	36	8	105	-3.7
CSc1ccc(CCNC(=O)C2CCCN(c3ncnc4c3nc3n4CCCCC3)C2)cc1 (configuration not stated)	1	-2	-3	2	-6	7	2	-4	98	-3.6
CC(=O)n1cc(/C=C2/N=C(c3ccccc3)OC2=O)c2ccccc21	5	-3	-14	1	2	-1	-3	2	100	-1.0
Cc1cc(C(=O)CSc2nnc(-c3cccnc3)n2-c2ccccc2F)c(C)n1CC1CCCO1 (configuration not stated)	-2	x	1	0	3	3	3	-3	102	-1.0
C(=C\c1ccccc1)/CSc1nnc(-c2ccccn2)n1Cc1ccco1	41	-6	14	15	34*	-6	-8	-3	98	-2.8
CCOC(=O)c1c(-c2ccccc2)cn2c(C)cc(C)nc12	2	-4	9	3	-1	5	-6	-4	100	-0.1

# Further compounds.
SMILES	Granule exo inh	CaV13 FRET inh	PDI inh	N-glyco inh	ABHD5-PLIN5 inh	MC4R antagonist	Cardio protect	m5-HT2A agonist	ABCB6 inh 2	MC4R ag barr
NC(=O)C1=C[C@@H](c2coc3ccccc3c2=O)C[C@@H](OCCCCO)O1	3	-12	0	3	10	3	7	2	99	-1.0
O=C1CCC(C(=O)N2CCCC(Nc3ccc(F)cc3)C2)=NN1 (configuration not stated)	-2	-8	-9	1	-5	2	2	4	96	-2.3
O=C(CN1CCSCC1)N/N=C/c1cccc(Cl)c1	-4	4	-1	2	-2	21	7	-1	98	1.1
Cc1cc(C)cc(NC(=O)C(OC(=O)c2ccc([N+](=O)[O-])o2)c2ccccc2)c1 (configuration not stated)	-3	-5	4	1	2	8	20	0	96	0.0
CCN(CC)C(=O)CSc1nnc(-c2cnccn2)n1-c1ccccc1	4	x	3	1	-1	9	6	-1	98	-1.1
O=C(OCCN1CCOCC1)c1ccccc1Cl	4	-4	14	3	11	12	0	2	95	-0.2
CCCCNC(=O)C(NC(=O)c1cccs1)C(=O)c1ccccc1 (configuration not stated)	-2	-6	x	x	-4	x	x	1	x	x
CCN(CC(=O)NC(C)(C)C)Cc1nc2c(Br)cc(Br)cc2c(=O)[nH]1	1	-12	7	-1	1	16	28	0	88	-2.7
O=C1c2ccccc2C(=O)N1CCCC(=O)N1CCc2ccccc21	1	-1	-4	0	3	5	3	2	101	-1.7
CC1CCN(C(=O)CSc2nc3c(cnn3-c3ccc(Cl)cc3)c(=O)[nH]2)CC1	-6	-8	-13	2	5	3	-1	-1	95	-0.9
CCCCCCNS(=O)(=O)c1ccc(OC)c(OC)c1	3	-4	-8	-2	1	9	-5	0	101	-1.4
CCN1CCC(NCCc2ccc(F)cc2)CC1	14	-21	0	-3	-3	6	4	3	99	1.0
COc1ccccc1OCC(=O)N/N=C1\CCCCc2ccccc21	-3	-5	-5	-3	1	3	-5	-1	96	-0.5
CCCOP(=O)(c1ccc(N(C)C)cc1)C(O)c1ccc(Cl)cc1Cl (configuration not stated)	18	-4	1	-1	0	8	-1	-2	99	-2.3
O=C(O)c1ccc2c(c1)C(c1ccccc1)OC2=O (configuration not stated)	-2	-6	1	1	-5	3	-5	-3	87	-0.7
C=CCNC(=O)NC(=O)COn1nnc2ccc(S(=O)(=O)N(C)C)cc21	0	-5	9	0	1	6	13	3	97	-2.0
O=C(NC1CCCCCC1)c1[nH]c(C(F)(F)F)nc1-c1ccccc1	-6	-4	x	-2	-8	x	-3	3	100	x
CN(C(=O)CCc1nc(-c2ccccc2F)no1)c1ccccc1	4	-12	1	-3	6	2	2	2	94	3.2
O=C(CSc1nnc(-c2cccnc2)o1)Nc1ccc(Br)cc1	6	-8	9	2	4	5	0	0	97	0.5
O=C(CN1CCN(c2cccc(Cl)c2)CC1)c1ccc(O)cc1O	-2	-5	10	2	6	-2	-7	2	91	-3.0

# Additional records.
SMILES	Granule exo inh	CaV13 FRET inh	PDI inh	N-glyco inh	ABHD5-PLIN5 inh	MC4R antagonist	Cardio protect	m5-HT2A agonist	ABCB6 inh 2	MC4R ag barr
CSCCC(NC(=O)COc1ccccc1)C(=O)N1CCN(C(C)=O)CC1 (configuration not stated)	-1	-3	-4	-2	7	9	5	-2	98	-2.4
O=C(NN=Cc1ccc([N+](=O)[O-])cc1)c1ccncc1	-4	-5	-1	1	-11	14	2	0	102	1.0
O=C(c1ccco1)N1CCN(C(=O)c2ccccc2Oc2ccccc2)CC1	-3	-9	-1	-5	1	10	-2	2	96	-0.8
CS(=O)(=O)c1ccc2nc(NC(=O)CN3C(=O)NC4(CCCC4)C3=O)sc2c1	-14	-11	9	1	2	2	8	6	96	-3.7
Cc1ccc(Cl)c2sc(NC(=O)C3=COCCO3)nc12	-1	x	-12	2	4	4	-3	0	100	-2.1
CC(C)CC1(C)NC(=O)N(CC(=O)NC(=O)Nc2ccc3c(c2)OCCO3)C1=O (configuration not stated)	-9	0	5	-3	-4	1	-4	-1	185	-1.1
Cc1csc(SCC(=O)N(C)CC(=O)Nc2ccc(F)cc2)n1	5	x	-1	0	-6	6	4	0	101	-0.3
O=C(CN1C(=O)S/C(=C\c2ccc(Cl)cc2)C1=O)NCCCn1ccnc1	47	-15	3	0	13	-1	-8	-2	85	1.5
COc1ccc(CN2CCN(C(=O)c3ccc(F)cc3)CC2)c(OC)c1	-3	-5	-4	0	0	5	-1	-3	99	-0.1
COc1ccc(-c2noc(CNC(=O)c3ccc4c(c3)OCO4)n2)cc1OC	-11	-3	4	2	-4	0	-3	2	97	0.2
CCN(Cc1ccccc1)C(=O)Cn1cnc2c1c(=O)n(C)c(=O)n2C	4	-3	-7	1	0	5	-4	-3	98	-1.1
CCCn1c(SCC(=O)Nc2cccc(S(=O)(=O)N(C)C)c2)nc2ccccc2c1=O	-3	-2	8	-7	1	21	9	-2	96	-1.8
CCc1noc(C)c1C(=O)NNC(=O)COc1ccc(C)c(C)c1	-2	-15	-3	-1	15	6	0	-4	91	-1.9
CCOc1ccc(N(CC(=O)NC2CCCCC2)C(=O)CCCC(=O)Nc2ccccn2)cc1	5	-3	10	-2	0	-1	1	-3	98	-0.5
COc1cc(C(C2C(=O)CC(C)(C)CC2=O)C2C(=O)CC(C)(C)CC2=O)ccc1O	-2	-5	-4	-1	11	18	-1	3	92	-0.3
O=C(CN1C(=O)CCC1=O)Nc1cccc2c1C(=O)NC2=O	1	-21	-1	3	2	10	12	3	103	-0.2
Cc1cc2sc3ccc(C#CC4(O)CCCCC4)cc3c(=O)c2cc1C	-3	-11	-3	-19	-2	4	-29	-1	97	0.0
C=CCn1c(SCc2cc(C(C)=O)ccc2OCC)nc2ccccc2c1=O	22	-5	0	13	-2	-30	2	1	93	0.3
COC(=O)CSc1cc([N+](=O)[O-])ccc1NC(=O)OC	-2	-7	3	2	-1	2	-1	1	162	-2.5
O=C(c1cc2cc(Br)cc(Br)c2oc1=O)N1CCOCC1	-2	-3	0	1	-4	2	6	3	100	-1.2

# Additional compounds follow:
SMILES	Granule exo inh	CaV13 FRET inh	PDI inh	N-glyco inh	ABHD5-PLIN5 inh	MC4R antagonist	Cardio protect	m5-HT2A agonist	ABCB6 inh 2	MC4R ag barr
COc1ccc(CC(=O)OC(C)C(=O)NCc2ccc3c(c2)OCO3)cc1OC (configuration not stated)	-4	-6	2	1	1	4	-4	-3	98	0.9
COc1ccc(CNC(=O)C(=O)NCC2OCCN2S(=O)(=O)c2ccc(OC)c(OC)c2)cc1 (configuration not stated)	-4	x	-5	2	-3	5	-3	-7	92	-1.9
CCOC(=O)c1c(C)[nH]c(C)c1C(=O)CSc1nncs1	-5	-4	-8	-1	-6	1	-4	-2	93	-0.9
CC(CC(=O)O)C(=O)c1ccc(Cl)c([N+](=O)[O-])c1 (configuration not stated)	-1	9	2	-1	1	22	-7	-7	100	-0.4
COc1ccc(NC(=O)/C=C/C(=O)O)c(OC)c1	-1	-3	-10	2	3	-5	7	3	99	0.1
COc1ccc(/C(C)=N/NC(=O)C(NC(=O)c2ccccc2)c2n[nH]c(=O)c3ccccc23)c(OC)c1 (configuration not stated)	-6	1	4	2	-2	-2	7	4	96	-0.7
CC(C)Cc1nnc(NC(=O)CS(=O)(=O)Cc2ccccc2)s1	6	-4	2	1	-2	8	-1	2	94	-0.5
Cc1ccc(-n2ncc3c(=O)n(CC#N)cnc32)cc1C	-2	x	-5	0	3	-5	-22	0	107	3.6
O=C(CSc1nnc(SCc2ccccc2)s1)N/N=C/C=C/c1ccccc1[N+](=O)[O-]	-3	-5	18	-2	0	0	-8	-2	97	-1.6
O=C(c1ccccc1)N(Cc1cccnc1)C1(C(=O)Nc2ccccc2)CCCCC1	-7	-5	-10	5	-9	3	-2	0	97	-1.0
